# HIF-2a block: inhibitors of HIF-2a | inhibition, % at 18.8 µM | hit rate 0.72% among 360,000 | 786-0 RCC cells HIF-2a reporter, luciferase luminescence, overnight;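 active = inhibition of the luminescence signal of 40% or more relative to plate controls, in a single-dose primary screen at 18.75 µM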
# Granule exo inh: blocks lytic granule exocytosis | AID 651702 | hit rate 0.66% among 360,000 | inhibition, % at 10 µM | TALL-104 LAMP-1 surface exposure, flow cytometry; cells stimulated with thapsigargin and PMA;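 active = inhibition above about 55%, limit read from the data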
# NR2E3 ag-1: activates human photoreceptor nuclear receptor NR2E3; GST-NR2E3/biotin-RetCOR TR-FRET, 1536-well; inhibition of corepressor binding, % at 4.78 µM; hit rate 0.12% among 320,000; AID 2300;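 active = percent inhibition above the cutoff of mean plus 3 SD of all tested compounds, set per screening campaign, cut at about 20% in these data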;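 note: 0% = DMSO wells and 100% = biotin wells as full block of FRET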
# Target sequence (Q9Y5X4 whole entry, looked up): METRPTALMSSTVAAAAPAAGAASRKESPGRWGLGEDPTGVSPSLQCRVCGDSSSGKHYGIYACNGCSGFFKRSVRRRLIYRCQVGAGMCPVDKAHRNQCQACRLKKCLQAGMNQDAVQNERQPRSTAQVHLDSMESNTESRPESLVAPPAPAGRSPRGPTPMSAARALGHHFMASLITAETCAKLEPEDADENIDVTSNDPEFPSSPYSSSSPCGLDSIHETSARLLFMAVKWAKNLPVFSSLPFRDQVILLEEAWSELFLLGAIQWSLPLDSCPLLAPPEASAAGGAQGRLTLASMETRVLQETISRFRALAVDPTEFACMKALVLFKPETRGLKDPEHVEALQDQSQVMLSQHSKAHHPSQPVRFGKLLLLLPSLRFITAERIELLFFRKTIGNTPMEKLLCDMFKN
#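 Material: NR2E3–RetCOR corepressor complex | Quantity: 1.35 nM GST-tagged NR2E3 final | Schedule: 5 h at 4 °C | Replication: Singlicate compound wells | Reagent: RetCOR corepressor, biotinylated, 7 nM | Controls: Biotin wells as high control, 0.6% DMSO wells as low control | Signal: TR-FRET, Eu(K)-anti-GST donor, streptavidin-D2 acceptor, ex 340, em 617/671 nm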
# NR2E3 ag-2: agonists of human NR2E3 nuclear receptor; inhibition of corepressor binding, % at 3.98 µM; Q9Y5X4; hit rate 0.35% among 360,000; CHO-S Gal4-NCOR/VP16-NR2E3 two-hybrid, luciferase; AID 602229;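 active = inhibition above the mean of all tested compounds plus 3 SD, cut at about 70% in these data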;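 note: 0% = DMSO with NR2E3 transfected cells and 100% = cells lacking NR2E3 construct; higher means lower luciferase signal from less NR2E3 corepressor binding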
# Vif imaging: HIV Vif inhibition | HEK293T cells, Vif self-association by quenched fluorescence, imaging, 24 h | inhibition, % at 7.49 µM | hit rate 0.35% among 340,000; in the data active = inhibition above about 50%, passing the limit was not always enough; note: some results filed as inactive read as strong as hits
# aDG glyco up: alpha-DG glycosylation activation. Pro5-aDG cells, alpha-DG glycosylation AlphaScreen (IIH6); 0% Pro5, 100% B10-LARGE cell signal. activation, % at 10 µM. AID 624168. hit rate 0.22% among 360,000;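 active = activation of at least 8% versus controls, or a plate z-score of at least 8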;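 note: Pro5 are CHO cells carrying HIG-tagged alpha-DG that lacks glycosylation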
# TRPM1 prom inh: MITF TRPM1 promoter inhibition in SK-MEL-5 cells | hit rate 0.83% among 330,000 | AID 488899 | inhibition, % at 12.5 µM | SK-MEL-5 TRPM1 promoter luciferase, 24 h;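 active = mean inhibition across replicates of 60% or more, whatever share of single replicates reaches that level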; note: values of inactives mirror those of a sister screen read the other way
# PDI inh: inhibitors of human protein disulfide isomerase | inhibition, % at 10 µM | hit rate 0.052% among 350,000 | PDI insulin aggregation turbidity, A650, 90 min | P07237 | AID 588391;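 active = mean inhibition across replicates of 30% or more, whatever share of single replicates reach that level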;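 note: absorbance from insulin aggregation driven by PDI reduction with DTT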
# Target sequence (P07237 whole entry, looked up): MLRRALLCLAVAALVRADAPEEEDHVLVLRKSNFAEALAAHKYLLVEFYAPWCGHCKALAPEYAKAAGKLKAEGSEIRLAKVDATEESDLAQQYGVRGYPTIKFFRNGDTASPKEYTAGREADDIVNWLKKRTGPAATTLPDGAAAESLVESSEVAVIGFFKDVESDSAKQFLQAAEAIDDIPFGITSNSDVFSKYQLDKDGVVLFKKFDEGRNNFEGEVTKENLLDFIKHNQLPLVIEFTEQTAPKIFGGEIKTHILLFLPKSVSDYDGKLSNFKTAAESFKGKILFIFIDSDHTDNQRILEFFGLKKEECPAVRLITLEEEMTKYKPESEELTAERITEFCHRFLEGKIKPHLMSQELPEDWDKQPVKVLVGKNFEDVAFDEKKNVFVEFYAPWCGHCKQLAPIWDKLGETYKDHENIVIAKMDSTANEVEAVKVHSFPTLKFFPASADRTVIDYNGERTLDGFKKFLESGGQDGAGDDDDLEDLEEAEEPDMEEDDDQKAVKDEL
# CaV13 ICDI inh: Disruptors of the CACNA1D IQ motif to Ca2+-dependent inactivation inhibitor domain association, primary screening, Förster resonance energy transfer in intact living …; HEK cells, CFP/YFP FRET ICDI-IQ, plate reader, 10 min; percent FRET-ratio fall versus neutral wells; inhibition, % at 12.3 µM; hit rate 0.098% among 340,000;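 active = mean replicate inhibition of at least 30% and at least 1% of replicates passing that level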;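 note: 0% = median of the neutral control wells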
# hiPSC survival: hiPSC single-cell survival enhancement; ATPlite luminescence; 100% = ROCK inhibitor wells, 0% = DMSO; survival enhancement, % at 20 µM; hit rate 0.044% among 360,000; in the data active = survival enhancement above about 18%;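 note: cells exposed to compounds for 16 hours before the ATP read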
# Peg3 promoter: inhibitors of Peg3 promoter; inhibition, % at 20 µM; HeLa PEG-Prom luciferase reporter, luminescence, overnight; hit rate 1.7% among 360,000;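 active = inhibition of at least 50% at 20 µM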
# The depositor's hits bear a star; / = not tested or not shown; & = joins results of further samples; ! = not confirmed by another sample.
SMILES,HIF-2a block,Granule exo inh,NR2E3 ag-1,NR2E3 ag-2,Vif imaging,aDG glyco up,TRPM1 prom inh,PDI inh,CaV13 ICDI inh,hiPSC survival,Peg3 promoter
CCCCN(C(=O)CCC(=O)Nc1cc(C)on1)C(C(=O)NC(C)(C)C)c1ccccc1Cl (stereo unspecified),-6,14,3,15,-3,-0.1,0,6,-4,0.4,3
Cc1ccc(C(=O)Nc2nnc(S(=O)(=O)N3CCC(C)CC3)s2)cc1,-46,-8,1,-11,-5,0.1,-7,0,-7,0.0,-7
COc1cccc(/C=C(/CC(=O)Nc2ccc(N3CCOCC3)cc2)c2nc3ccccc3s2)c1,-61,-2,8,-29,-5,-1.0,5,-10,-3,-1.5,-28
CCOc1ccc(N2CSC(=S)N(c3ccc(OCC)cc3)C2)cc1,-5,-8,1,-24,11,0.1,-13,-2,-20,-0.6,9
COc1ccccc1OCCNC(=O)CC(NC(C)=O)c1ccccc1 (stereo unspecified),10,-5,1,-7,2,-0.3,9,0,-4,-0.1,3
O=C1CCCN1CCCNC(=S)Nc1ccc(Br)cc1Cl,-29,-7,-2,1,0,0.3,-4,2,-7,1.7,-4
Cc1ccc(C)c(S(=O)(=O)N2CCN(CC(=O)N3CCc4ccccc4C3)CC2)c1,21,0,-3,-3,8,0.3,1,-2,/,0.2,3
CCOC(=O)c1cnc(SCC(=O)N2CCN(C(=O)c3ccco3)CC2)nc1N,9,-2,1,-12,1,0.3,13,2,-8,-1.4,0
CC(C)c1ccc(OCc2ccc(C(=O)N3CCN(c4ccccn4)CC3)cc2)cc1,-60,-3,-3,-48,-1,1.1,-5,-5,/,-3.2,-139
CCOC(=O)c1ccc(NC(=O)NC2CC3CCC(C2)N3)cc1 (stereo unspecified),11,-7,1,10,-5,0.0,-3,1,3,-2.3,4
Cc1ccccc1-c1nnc(SCc2ccccc2)o1,-268,-3,-2,-129,-15,0.4,-24,7,-3,-0.7,-349
COC(=O)COc1ccc2c(=O)c(-c3ccccc3OC)coc2c1,3,2,0,-25,-4,0.0,4,7,-7,1.5,0
Cc1cc(C)n(-c2cc(N3CCN(S(=O)(=O)c4ccc(C)c(C)c4)CC3)ccc2[N+](=O)[O-])n1,9,0,2,-38,5,0.2,21,-9,-6,-0.7,12
CC1CCCN(C(=O)C2CCN(c3nc(-c4ccccc4)nc4c3CCC4)CC2)C1 (stereo unspecified),12,2,-1,-6,1,0.2,14,1,/,-0.1,22
CC1CCN(S(=O)(=O)c2ccc(C(=O)OC(C)C(=O)N(C)C3CCCCC3)cc2)CC1 (stereo unspecified),16,2,6,8,-6,0.4,14,-7,-2,-0.3,11
CCCN1CCN(CCCNC(=O)CCN2C(=O)COc3ccccc32)CC1,2,1,2,-21,-3,-0.1,1,-4,-3,-0.5,-6
Cc1ccc(C(=O)NCc2ccccn2)cc1Cl,-72,-16,0,-14,-11,0.1,-27,12,-5,-3.5,-58
Cc1ccccc1S(=O)(=O)Cc1ccc(C(=O)NCCN2CCN(Cc3ccccc3)CC2)o1,9,20,1,-18,15,0.8,2,0,/,5.1,12
Clc1ccc(-c2nc(NCCCN3CCOCC3)c3ccccc3n2)cc1,-2,9,4,4,-4,-0.2,12,-2,-6,0.7,47
CCSc1nsc(NC(=O)Nc2cccc(OC)c2)n1,-187,2,-2,-91,-4,0.4,-51,-1,-4,-0.8,-79
COc1ccc(C2CC(c3ccccc3)=NN2C(=O)c2ccc(Cl)c([N+](=O)[O-])c2)cc1 (stereo unspecified),-3,3,-4,-25,89*,-0.4,14,18,-5,0.3,72*
COc1ccc(C2NCCO2)cc1OC (stereo unspecified),14,1,0,11,8,0.3,6,6,-4,-1.6,6
O=C(N/N=C/c1ccc2c(c1)OCO2)c1cc2ccccc2o1,1,0,-22,6,-5,0.0,11,-3,-14,0.6,6
Cn1cc(/C=C/c2cc[n+](C)cc2)c2cc(Cl)ccc21,18,-5,-8,6,/,-0.1,55,12,-27,-0.5,51*
COc1cc(OC)c2c(-c3cccc(-c4ccc(N(C)C)cc4)c3)cc(=O)oc2c1,-19,-2,/,26,-4,-0.6,56,5,-6,-1.9,-31
# The results go on.
SMILES,HIF-2a block,Granule exo inh,NR2E3 ag-1,NR2E3 ag-2,Vif imaging,aDG glyco up,TRPM1 prom inh,PDI inh,CaV13 ICDI inh,hiPSC survival,Peg3 promoter
CCC(C)[C@H]1CNC(=S)N1CCc1cccc2ccccc12 (stereo partly specified),6,-6,3,-2,9,0.4,-2,1,-8,-3.9,0
CC(C)(C)c1ccc(C(=O)NCCC(=O)NNC(=O)COc2ccccc2F)cc1,-41,4,/,-39,25,0.1,-4,6,-6,-1.2,-22
O=[N+]([O-])c1ccc(N2CCOCC2)cn1,13,1,2,0,-8,-0.5,10,-1,-2,1.0,6
O=C(CCn1cnc2ccccc2c1=O)Nc1ccc(Cl)c(Cl)c1,-6,7,2,-2,-4,0.1,-15,-4,-4,0.3,-24
CC(C)(C)NC(=O)C(c1ccc(F)cc1)N(Cc1ccco1)C(=O)c1csnn1 (stereo unspecified),17,3,2,-9,14,-0.2,5,1,-5,-3.5,5
CC12CC(NC(=O)N1c1cccc(C(=O)Nc3ncn[nH]3)c1)c1ccccc1O2 (stereo unspecified),1,0,-2,-2,3,0.0,8,6,-1,0.7,1
CC(NC(=O)c1ccccc1)c1nnc(SCC(=O)Nc2nnc(C3CC3)s2)n1C (stereo unspecified),13,-2,1,-17,14,-0.3,-3,2,-11,-0.5,9
CCCN(C(=O)CCl)C1=CCCCC1,4,0,-4,-47,-4,0.2,23,0,-4,-1.0,19
COc1cccc(CN(C)CC(=O)Nc2cc3oc4ccccc4c3cc2OC)c1,-5,9,-1,-16,1,0.6,-15,4,-4,0.0,-15
O=C(COc1ccc2c3c(c(=O)oc2c1)CCC3)NCC(O)c1ccccc1 (stereo unspecified),-6,-3,-1,-2,3,0.0,1,3,-7,1.5,19
Cc1cc(C)cc(N(C(=O)Cc2cccs2)C(C(=O)NC2CCCCC2)c2ccccn2)c1 (stereo unspecified),7,-4,-4,1,-4,0.4,-2,-7,-4,-2.7,21
CC(C)Cn1c(N)c(C(=O)COC(=O)c2ccccc2Cl)c(=O)n(C)c1=O,1,-2,6,7,-24,3.3,2,5,2,-1.7,15
COc1ccc(CCC(=O)NCCOc2ccc(C)cc2)cc1,10,-1,0,-13,/,0.0,7,5,-18,0.0,-2
Cc1cc(C(=O)NN)n[nH]1,10,0,-2,-4,2,-0.2,5,-2,-3,-0.8,13
O=[N+]([O-])c1ccccc1/C=C/C=N/n1c(-c2ccccc2F)n[nH]c1=S,10,16,0,-17,1,-0.1,5,19,-15,0.3,10
CCCN1C(=O)C(=O)c2cc(Cl)ccc21,8,14,/,-19,/,1.1,47,-11,-5,-3.8,-41
CC(C)(COC(=O)c1ccccc1)N1CC2CCC(C1)O2,-145,-11,/,-53,-2,-0.1,-49,-2,/,8.3,-232
CC(=O)Nc1ccc(S(=O)(=O)N[C@@H](C)C(=O)OCC(=O)NC2CCCC2)cc1,3,-1,6,3,-3,0.0,12,-8,-5,-0.4,14
O=CN1CCN(C(C(=O)NC2CCCCC2)c2ccc(Cl)cc2)CC1 (stereo unspecified),7,2,-2,-13,-1,0.1,-2,-1,-8,0.0,16
COc1cccc(OCCn2cc(/C=N/NC(=O)c3ccncc3)c3ccccc32)c1,-7,1,0,-18,5,2.4,-5,6,-4,2.1,14
COc1ccccc1N1CCN(Cc2cc3c(cc2[N+](=O)[O-])OCO3)CC1,6,8,0,8,2,-0.2,8,7,-2,-0.8,5
CC(=O)Nc1ccc(Sc2ncccc2C(=O)Nc2ccc(OC(F)(F)F)cc2)cn1,-14,0,2,18,2,0.2,-11,-6,-8,1.2,-9
CC(=O)N1CCC(N(CCN2CCOCC2)C(=S)Nc2cccc(C)c2)CC1,13,2,6,5,-3,-0.1,4,1,-4,0.2,-6
Cc1cccc(NCc2nc3ccccc3n2Cc2ccccc2)c1,-119,-1,-1,-55,2,0.5,-12,3,/,-0.9,-70
Cc1ccc(NC(=S)c2nc3ccccc3[nH]2)cc1,-174,-1,-3,-65,-8,0.2,-51,-7,-3,-4.3,-162

# Compound profiles (already shown). Screens in order: HIF-2a block, Granule exo inh, NR2E3 ag-1, NR2E3 ag-2, Vif imaging, aDG glyco up, TRPM1 prom inh, PDI inh, CaV13 ICDI inh, hiPSC survival, Peg3 promoter
# `COc1ccc(C2NCCO2)cc1OC` (stereo unspecified) across the screens: 14, 1, 0, 11, 8, 0.3, 6, 6, -4, -1.6, 6
# `COc1cccc(CN(C)CC(=O)Nc2cc3oc4ccccc4c3cc2OC)c1` across the screens: -5, 9, -1, -16, 1, 0.6, -15, 4, -4, 0.0, -15
# `O=C(CCn1cnc2ccccc2c1=O)Nc1ccc(Cl)c(Cl)c1` across the screens: -6, 7, 2, -2, -4, 0.1, -15, -4, -4, 0.3, -24

# The list goes on:
SMILES,HIF-2a block,Granule exo inh,NR2E3 ag-1,NR2E3 ag-2,Vif imaging,aDG glyco up,TRPM1 prom inh,PDI inh,CaV13 ICDI inh,hiPSC survival,Peg3 promoter
C[C@H](CO)N1C[C@H](C)[C@@H](CN(C)S(=O)(=O)c2cn(C)cn2)Oc2ccc(NC(=O)Cn3cnnn3)cc2C1=O,15,1,/,-30,-3,0.1,-2,0,-5,-1.6,-9
CCOc1cccc(CNc2ccc(O)cc2)c1OCc1ccc(Cl)cc1Cl,6,1,2,-18,2,1.2,24,2,-2,-1.1,18
O=C(Cc1ccc(-c2ccccc2)cc1)Nc1ccccn1,-190,20,3,72*,31,-0.2,-63,-47,-3,-0.3,-122
COC(=O)c1cc2c(ccn2-c2ccc(F)cc2)n1C(C)C,-7,3,0,-51,/,0.3,-21,1,-5,2.8,19
Cc1ccc(C(C(=O)NC(C)(C)C)N(C(=O)CCC(=O)Nc2ccccn2)c2ccccc2F)cc1 (stereo unspecified),10,31,4,-2,10,0.3,4,-12,-3,-0.1,18
CN(Cc1ccccc1)C(=O)c1nc2ccccn2c1CN1CCCC1c1nccs1 (stereo unspecified),9,1,2,-13,-2,0.0,11,-3,-7,-0.3,15
O=c1[nH]c2cc(Cl)c([N+](=O)[O-])nc2[nH]1,21,2,-1,-5,21,0.0,10,0,-3,-1.3,8
N#Cc1cccc(NC(=O)c2cc(C3CCCCN3S(=O)(=O)c3cccc4cccnc34)on2)c1 (stereo unspecified),-106,-8,/,-33,-25,0.7,/,0,-11,0.6,-44
Cc1ccc2[nH]c(C)c(CCNC(=O)c3cc4cc([N+](=O)[O-])ccc4oc3=O)c2c1,15,-6,4,-10,2,-0.1,-2,-3,-18,1.9,17
Cn1nnnc1SCc1cc(=O)[nH]c2ccccc12,13,-4,1,-15,3,0.1,-10,-8,-1,0.3,-10
O=c1c2ccccc2c(-c2ccc(F)cc2)nn1-c1ccc(C(F)(F)F)cc1,12,-5,-1,-1,9,0.0,14,15,/,-2.4,0
CCC(C)Sc1cccc(-c2nc3cc(C)ccn3c2NC2CCCCC2)c1 (stereo unspecified),-134&-84,57*!,/,3&13,-2,15*!,-7,-1,-5&-13,-1.3&-3.9,15

# Source: PubChem
